Exocytosis inh = LAMP-1 surface exposure blockers, TALL-104 cells – cell-based, flow cytometry, MLPCN library, primary screen; TALL-104 LAMP-1 surface exposure; cells stimulated with thapsigargin and PMA; inhibition, % at 10 µM; actives 0.66% (n = 360,000);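 active = inhibition above about 55%, limit read from the data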
NCOA3 inh = SRC3 coactivator transcriptional activity inhibitors, primary screen, cell-based, luminescence; Nuclear receptor coactivator 3 (Homo sapiens), Q9Y6Q9; HEK293 GAL4-SRC3 luciferase reporter; inhibition, % at 3.6 µM; actives 0.17% (n = 360,000); AID 588352, 2011;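 active = inhibition above a per-campaign cutoff, the mean of all compounds plus 3 SD, cut at about 60% in these data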;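 also: 0% = DMSO-treated cells and 100% = gossypol-treated cells at 36 µM; higher means less SRC3-driven luciferase light from the GAL4 reporter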
ABHD5-PLIN5 inh = ABHD5-PLIN5 interaction inhibitors, primary screen, cell lysate, split luciferase complementation, luminescence. actives 0.78% (n = 360,000). AID 602281, 2012. Split G. princeps luciferase complementation, 4 h. Perilipin-5 (Homo sapiens) + 1-acylglycerol-3-phosphate O-acyltransferase ABHD5 (Homo …. inhibition, % at 4 µM;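 active = inhibition above the mean inhibition across every tested compound plus 3 SD, cut at about 22% in these data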;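 also: 0% = DMSO only wells and the 100% control is not disclosed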
TWEAK Fn14 block = inhibitors of TWEAK-Fn14 signaling, primary screen, luciferase reporter cells, uHTS; AID 1159606, 2016; inhibition, % at 10 µM; actives 2% (n = 360,000); TWEAK-stimulated Fn14 reporter cells, luciferase luminescence, 8 h; in the data active = inhibition above about 50%
TROY NFkB inh = inhibitors of TROY-driven NF-kB signaling, primary screen, Q293 LMP1-TROYcd cells, NF-kB luciferase, uHTS; inhibition, % at 10 µM; Q293 LMP1-TROYcd NF-kB luciferase reporter, 4 h; AID 1347056, 2019; actives 0.98% (n = 360,000);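 active = compounds whose plate-normalised and pattern-corrected inhibition of the luciferase reporter signal at the single screening dose is 50% or more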
NR5A2 inv ag = LRH-1 (NR5A2) inverse agonists, primary screen, cell-based, luminescence, HEK293T, StAR-luciferase reporter; inhibition, % at 3.6 µM; LRH-1 transfected, 24 h; Nuclear receptor subfamily 5 group A member 2 (Homo sapiens), O00482; actives 0.13% (n = 360,000);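 active = inhibition above the mean inhibition of all tested compounds plus 3 SD, cut at about 73% in these data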;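 also: 0% = DMSO wells and 100% = reporter-only cells lacking LRH-1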
NOD2-RIPK2 inh = NOD2-RIPK2 binding disruptors in cells, primary screen, fluorescence, CHO cells, BLA complementation. CCF4 ratio. Receptor-interacting serine/threonine-protein kinase 2 (Homo sapiens), O43353. AID 624267, 2012. actives 0.38% (n = 360,000). inhibition, % at 4.98 µM; in the data active = inhibition above about 21%;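 also: 0% = vehicle only and 100% = reference blocker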
SRC2 inh = inhibition of GAL4-SRC2 driven luciferase reporter, primary screen, SRC2 inhibitor project, cell-based, luminescence; Nuclear receptor coactivator 2 (Homo sapiens), Q15596; HEK293 GAL4-SRC2 luciferase reporter; inhibition, % at 9 µM; actives 0.17% (n = 370,000);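 active = inhibition above the mean inhibition of all tested compounds plus 3 SD, set per campaign, cut at about 52% in these data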;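 also: 0% = DMSO treated cells and 100% = cells given Gossypol at 36 µM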
NCOA1 inh = SRC1 coactivator transcriptional activity inhibitors, primary screen, cell-based, luminescence. Nuclear receptor coactivator 1 (Homo sapiens), Q15788. HEK293 GAL4-SRC1 luciferase reporter. inhibition, % at 3.6 µM. actives 0.12% (n = 360,000);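 active = inhibition above the campaign mean plus 3 SD, with each screening campaign given its own cutoff, cut at about 60% in these data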;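 also: 0% = DMSO treated cells and 100% = gossypol at 36 µM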
TLR9-MyD88 block = inhibitors of TLR9-MyD88 association in cells, primary screen, cell-based, CHO, BLA complementation, fluorescence; Toll-like receptor 9 (Homo sapiens) + Myeloid differentiation primary response protein …; CCF4 FRET ratio; inhibition, % at 4.98 µM; actives 0.21% (n = 340,000);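 active = inhibition above the mean over all tested compounds plus 3 SD, cut at about 21% in these data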;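 also: 0% = DMSO only wells and 100% = clavulanate BLA inhibitor control wells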
Target sequence (Q99836 whole entry, looked up): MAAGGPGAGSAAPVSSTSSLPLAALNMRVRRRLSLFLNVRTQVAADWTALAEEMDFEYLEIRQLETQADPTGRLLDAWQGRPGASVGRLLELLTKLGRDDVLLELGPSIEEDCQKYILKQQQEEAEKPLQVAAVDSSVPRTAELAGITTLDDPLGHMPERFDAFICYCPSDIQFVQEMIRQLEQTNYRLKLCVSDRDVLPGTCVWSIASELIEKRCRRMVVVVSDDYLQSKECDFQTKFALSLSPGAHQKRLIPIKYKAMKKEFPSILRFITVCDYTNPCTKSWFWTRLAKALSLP
Target sequence (Q9NR96 whole entry, looked up): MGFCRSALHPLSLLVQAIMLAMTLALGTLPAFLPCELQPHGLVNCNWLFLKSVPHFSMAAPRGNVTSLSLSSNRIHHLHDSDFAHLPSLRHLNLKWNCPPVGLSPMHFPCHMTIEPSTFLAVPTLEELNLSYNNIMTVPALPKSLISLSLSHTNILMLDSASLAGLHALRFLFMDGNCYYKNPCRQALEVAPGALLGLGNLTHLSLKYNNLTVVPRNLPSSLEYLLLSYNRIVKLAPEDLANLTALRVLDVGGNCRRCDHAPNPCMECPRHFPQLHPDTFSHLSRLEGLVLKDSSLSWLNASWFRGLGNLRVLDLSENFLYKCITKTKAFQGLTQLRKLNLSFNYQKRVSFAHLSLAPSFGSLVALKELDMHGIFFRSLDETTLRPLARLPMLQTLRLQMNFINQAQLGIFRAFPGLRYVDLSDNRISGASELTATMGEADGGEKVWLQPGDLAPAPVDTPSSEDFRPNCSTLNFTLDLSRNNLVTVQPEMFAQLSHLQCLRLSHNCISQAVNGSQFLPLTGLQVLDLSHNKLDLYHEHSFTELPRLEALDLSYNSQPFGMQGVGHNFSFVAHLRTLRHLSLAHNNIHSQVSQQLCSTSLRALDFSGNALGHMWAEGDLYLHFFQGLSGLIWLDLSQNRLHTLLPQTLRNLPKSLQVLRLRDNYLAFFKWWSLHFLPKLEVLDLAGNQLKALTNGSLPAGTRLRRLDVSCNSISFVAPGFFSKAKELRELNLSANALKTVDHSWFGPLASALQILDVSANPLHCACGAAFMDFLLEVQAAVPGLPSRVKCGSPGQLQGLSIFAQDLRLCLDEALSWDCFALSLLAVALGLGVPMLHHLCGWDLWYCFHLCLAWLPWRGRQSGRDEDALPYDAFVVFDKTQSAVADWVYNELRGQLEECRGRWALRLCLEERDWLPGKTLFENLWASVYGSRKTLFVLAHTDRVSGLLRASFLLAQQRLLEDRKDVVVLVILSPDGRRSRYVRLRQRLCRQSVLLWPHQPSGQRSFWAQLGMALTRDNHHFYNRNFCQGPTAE
NR2F2 inh = NR2F2 transcriptional activity inhibitors, primary screen, cell-based, luciferase reporter, HEK293T, luminescence | COUP transcription factor 2 (Homo sapiens), P24468 | HEK293T NGFI-A luciferase reporter | inhibition, % at 8.6 µM | actives 0.7% (n = 370,000) | AID 686940, 2013;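 active = inhibition above a per-plate cutoff, mean inhibition of test wells between control levels plus 3 SD, cut at about 38% in these data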;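 also: cells cotransfected with COUP-TFII expression vector driving the NGFI-A reporter; 0% = median of COUP-TF2 test wells and 100% = reporter-only cells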
The depositor's hits bear a star; x = no result given.

SMILES	Exocytosis inh	NCOA3 inh	ABHD5-PLIN5 inh	TWEAK Fn14 block	TROY NFkB inh	NR5A2 inv ag	NOD2-RIPK2 inh	SRC2 inh	NCOA1 inh	TLR9-MyD88 block	NR2F2 inh
CSCC[C@H](NC(=O)OCc1ccccc1)C(=O)O	-4	14	-1	18	-3	-1	4	3	-8	2	-12
CCOC(=O)c1cc(NC(=O)c2cccnc2)ccc1N1CCOCC1	-3	10	2	18	4	-38	-6	6	20	-1	7
CCc1ccc(NC(=O)Nc2ccon2)cc1	-3	-45	-3	-37	-46	-98	1	-35	-62	3	-28
C[C@H](CO)N1C[C@H](C)[C@@H](CN(C)C(=O)Nc2ccc(C(F)(F)F)cc2)Oc2ccc(NC(=O)C3CC3)cc2C1=O	-2	4	-4	-4	-16	5	-7	-5	-5	0	-13
CCn1c(SCC(=O)Nc2ccc(C(C)=O)cc2)nc2nc3c(cc2c1=O)COC(C)(C)C3	2	-40	6	-50	-35	22	-7	-41	-13	-9	-25
CCc1ccc(/C=C2\SC(=S)N(CCCC(=O)Nc3ccccn3)C2=O)cc1	-3	14	1	41	72*	-2	-11	57*	9	-9	31
CCN(CC)C(=O)C1CCCN(Cc2ccccc2F)C1 (stereo unspecified)	2	2	1	4	-7	-1	-2	-10	-4	-9	-1
CC1(C)CC(=O)C2=C(C1)OC(N)=C(C#N)[C@@H]2c1ccccc1[N+](=O)[O-]	-3	12	-10	6	-9	22	4	1	1	-3	9
O=C(c1cc[n+]([O-])cc1)N1CCCC(N2CCN(c3cccc(C(F)(F)F)c3)CC2)C1 (stereo unspecified)	-3	17	-2	-9	-5	-16	-4	-9	-16	-7	15
CNc1ncc(C(=O)c2ccc(Cl)cc2)s1	-3	-99	2	-8	-80	-107	6	-100	-80	0	-20
Cc1ccc(C)c(OCCC(=O)OCc2csc(CC(=O)Nc3ccccc3C)n2)c1	7	14	-1	-10	-9	5	-1	-8	-5	1	-4
O=C(NC1CCCC1)c1cc(-c2ccc(Cl)cc2Cl)on1	2	-60	-3	20	-25	-89	-5	-27	-61	-12	-41
N#Cc1ccccc1OCC(=O)NNC(=O)CCC1CCCC1	-1	-8	6	-8	10	16	-1	18	-1	-4	12
Cc1nn(Cc2cccc(F)c2)c(C)c1NC(=O)c1ccc(COc2ccccc2Cl)cc1	5	32	6	70*	44	27	-7	6	32	3	13
C(=C\c1ccccc1)/CN1CCN(C(CCc2ccccc2)c2nnnn2C2CCCC2)CC1 (stereo unspecified)	10	12	-2	-9	-29	3	-5	17	13	x	-4
C[C@]12CC[C@H](O)CC1=C[C@H](O)C1C2CC[C@@]2(C)C1CC[C@@]2(O)C#Cc1ccc(CN)cc1 (stereo partly specified)	-5	3	-3	-9	-9	-3	-1	27	-43	-1	10
COc1ccc(CCN2CC(C(=O)NCc3cccc(F)c3)CCC2=O)cc1 (stereo unspecified)	10	-2	0	19	-24	-1	-12	17	5	-12	-1
CC1=CC(C)(C)N(C(=O)CSc2nnc(N)s2)c2cc(C)c(C)cc21	2	20	-6	-11	22	-20	-2	1	1	-5	4
Cc1nc2c(C#N)cnn2c2c1CCN(Cc1ccccc1)N2C	7	15	2	8	9	-7	-10	-26	-15	-4	8
O=C(O)c1cc(S(=O)(=O)Nc2ccc3cn[nH]c3c2)ccc1O	-3	-5	-6	18	-4	-1	-1	18	-12	-1	-12
Cc1ccc(NC(=O)COC(=O)C2CCN(c3ccc(C(F)(F)F)cn3)CC2)cc1	0	-11	-6	0	-22	12	-4	5	1	-1	-4
COC(=O)c1ccccc1NC(=O)Nc1cnccn1	1	4	-5	1	1	11	2	-26	-7	0	0
Cc1ccc(C(c2ccc(C)c(C)c2)C(O)C2OC(=O)C(O)C2O)cc1C (stereo unspecified)	0	-7	-10	2	-14	-5	-13	3	-4	-16	-1
COc1cccc(C(=O)Nc2cccc(NC(=O)c3cccs3)c2)c1	3	-3	-3	-20	-10	14	-5	1	-7	11	15
Cc1nnc(NC(=O)C23CC4CC(CC(C4)C2)C3)s1	6	-16	-5	22	10	-10	-2	4	13	-5	3

Nothing new here: entries from further up.
SMILES	Exocytosis inh	NCOA3 inh	ABHD5-PLIN5 inh	TWEAK Fn14 block	TROY NFkB inh	NR5A2 inv ag	NOD2-RIPK2 inh	SRC2 inh	NCOA1 inh	TLR9-MyD88 block	NR2F2 inh
C[C@H](CO)N1C[C@H](C)[C@@H](CN(C)C(=O)Nc2ccc(C(F)(F)F)cc2)Oc2ccc(NC(=O)C3CC3)cc2C1=O	-2	4	-4	-4	-16	5	-7	-5	-5	0	-13
CCn1c(SCC(=O)Nc2ccc(C(C)=O)cc2)nc2nc3c(cc2c1=O)COC(C)(C)C3	2	-40	6	-50	-35	22	-7	-41	-13	-9	-25
CCc1ccc(/C=C2\SC(=S)N(CCCC(=O)Nc3ccccn3)C2=O)cc1	-3	14	1	41	72*	-2	-11	57*	9	-9	31
CCN(CC)C(=O)C1CCCN(Cc2ccccc2F)C1 (stereo unspecified)	2	2	1	4	-7	-1	-2	-10	-4	-9	-1
CC1(C)CC(=O)C2=C(C1)OC(N)=C(C#N)[C@@H]2c1ccccc1[N+](=O)[O-]	-3	12	-10	6	-9	22	4	1	1	-3	9
O=C(c1cc[n+]([O-])cc1)N1CCCC(N2CCN(c3cccc(C(F)(F)F)c3)CC2)C1 (stereo unspecified)	-3	17	-2	-9	-5	-16	-4	-9	-16	-7	15
CNc1ncc(C(=O)c2ccc(Cl)cc2)s1	-3	-99	2	-8	-80	-107	6	-100	-80	0	-20
Cc1ccc(C)c(OCCC(=O)OCc2csc(CC(=O)Nc3ccccc3C)n2)c1	7	14	-1	-10	-9	5	-1	-8	-5	1	-4
O=C(NC1CCCC1)c1cc(-c2ccc(Cl)cc2Cl)on1	2	-60	-3	20	-25	-89	-5	-27	-61	-12	-41
N#Cc1ccccc1OCC(=O)NNC(=O)CCC1CCCC1	-1	-8	6	-8	10	16	-1	18	-1	-4	12

Next section
SMILES	Exocytosis inh	NCOA3 inh	ABHD5-PLIN5 inh	TWEAK Fn14 block	TROY NFkB inh	NR5A2 inv ag	NOD2-RIPK2 inh	SRC2 inh	NCOA1 inh	TLR9-MyD88 block	NR2F2 inh
O=C(CSc1ncn[nH]1)Nc1ccccc1Sc1ccc(Cl)cc1	-1	16	-10	14	5	8	7	21	1	8	17
CCCCNC(=O)C1(C)CCN1Cc1cccc2c(OC)cc(C(=O)OCC)cc12 (stereo unspecified)	14	13	14	22	16	14	1	7	0	x	34
CC(=O)Nc1ccc(S(=O)(=O)NCc2ccc(C)cc2)cc1	0	4	-5	-7	6	13	3	13	7	8	14
COc1ccccc1-n1cc(C(=O)NCC(=O)N2CCN(c3ccccn3)CC2)c2ccccc2c1=O	-2	-23	-2	-1	0	-22	-2	-25	-32	11	-5
CCOC(=O)c1cnn2c(C)cc(-c3ccccc3)nc12	-2	-71	-2	8	-43	-108	-2	-47	-89	2	-53
O=C(c1cc2ccccc2o1)N1CC=C(c2ccccc2)CC1	-2	0	-2	-36	-20	-16	-6	-10	-2	-4	16
CCC(C)NS(=O)(=O)c1ccc(NC(=O)c2ccc([N+](=O)[O-])cc2Cl)cc1 (stereo unspecified)	-2	15	6	1	-2	3	3	3	-3	-9	6
CCN(CC(=O)Nc1ccc(NC(C)=O)cc1)C(=O)C1(c2ccc(Cl)cc2)CCC1	-5	30	6	3	-23	46	-3	31	26	-3	-13
Cc1ccc(C(=O)NCCc2nnc3ccc(SCC(=O)Nc4c(C)cc(C)cc4C)nn23)cc1	0	1	-2	-10	2	-22	-3	-24	2	-7	3
c1ccc(-c2noc(CSc3nnnn3C3CCCCC3)n2)cc1	5	2	2	-22	-17	-15	5	-19	0	-5	-5
COc1ccc(CCNC2CC(=O)N(N(C)C)C2=O)cc1OC (stereo unspecified)	-3	17	-7	3	8	-8	-4	9	-5	-5	0
O=C(CSc1nc(-c2ccco2)cc(C(F)(F)F)n1)N1CCSCC1	-3	5	3	1	-3	-8	-2	11	2	-8	2
N=c1c[n+](N2CCOCC2)[n-]o1	-4	5	4	72*	15	6	-17	21	4	-7	-3
CSCC(=O)NS(=O)(=O)c1ccc(C)cc1	3	-8	3	-7	5	4	8	-11	8	4	9
CCCCn1c(N)c(N(CC)C(=O)CCc2ccccc2)c(=O)[nH]c1=O	1	16	2	21	-18	25	-3	-1	10	-4	3
CN(C(=O)CSc1ncnc2sccc12)c1c(N)n(Cc2ccccc2)c(=O)[nH]c1=O	-3	7	1	-21	4	-10	6	7	2	6	5
c1ccc2[nH]c(SCc3cn4ccccc4n3)nc2c1	-3	-23	-6	-47	-42	-5	-5	-11	-42	7	-34
CCOC(=O)C1CC(CN2C(=O)c3ccccc3C2=O)OC1=O (stereo unspecified)	-10	11	3	7	-17	2	11	-8	-19	-16	-3
O=C(CSC(=S)N1CCCC1)N1CCN(S(=O)(=O)c2cccc(F)c2)CC1	-5	20	-12	3	3	5	7	0	4	1	6
Cc1[nH]c2ccc(C(=O)NCCCN3CCCCC3)cc2c1C	2	3	-10	18	-13	-43	0	11	7	-2	8
Cc1cc(C)n(S(=O)(=O)c2ccc(Cl)c(Cl)c2Cl)n1	0	11	-2	5	2	-19	-4	-1	-1	-4	6
Cc1nc2ccccc2c(=O)n1NC(=O)c1ccc([N+](=O)[O-])cc1	0	1	0	1	-16	-1	-6	-2	-18	-8	11
CC1(c2ccccc2)NC(=O)N(CC(=O)Nc2ccccc2C(=O)NC2CC2)C1=O (stereo unspecified)	-5	-8	-2	8	9	6	0	-2	1	-2	0
COc1ccc(OC)c(NC(=O)CCN2CCN(C/C=C/c3ccccc3)CC2)c1	-2	-4	6	11	-2	-9	1	6	7	8	10

3 structures already listed, sorted by length of the SMILES, ascending:
SMILES	Exocytosis inh	NCOA3 inh	ABHD5-PLIN5 inh	TWEAK Fn14 block	TROY NFkB inh	NR5A2 inv ag	NOD2-RIPK2 inh	SRC2 inh	NCOA1 inh	TLR9-MyD88 block	NR2F2 inh
CCCCNC(=O)C1(C)CCN1Cc1cccc2c(OC)cc(C(=O)OCC)cc12 (stereo unspecified)	14	13	14	22	16	14	1	7	0	x	34
O=C(CSC(=S)N1CCCC1)N1CCN(S(=O)(=O)c2cccc(F)c2)CC1	-5	20	-12	3	3	5	7	0	4	1	6
CCN(CC(=O)Nc1ccc(NC(C)=O)cc1)C(=O)C1(c2ccc(Cl)cc2)CCC1	-5	30	6	3	-23	46	-3	31	26	-3	-13

Bioassay records (PubChem BioAssay)

This is a subset. The share of hits here may be higher or lower than overall.
